BAP1 inh: inhibitors of human BAP1 deubiquitinase | Q92560 | recombinant BAP1, Ub-AMC hydrolysis fluorescence kinetic; stronger effect = lower value | activity remaining (% of control), % at 20 µM | hit rate 0.48% among 72,000 | AID 436;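 active = activity remaining at or below 50% of control, provided the compound also passes the data quality filters; inactive = the rest, including low values that fail the filters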;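 also: 100% = DMSO wells rate and 0% = substrate alone blank rate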
Target sequence (Q92560 whole entry, looked up): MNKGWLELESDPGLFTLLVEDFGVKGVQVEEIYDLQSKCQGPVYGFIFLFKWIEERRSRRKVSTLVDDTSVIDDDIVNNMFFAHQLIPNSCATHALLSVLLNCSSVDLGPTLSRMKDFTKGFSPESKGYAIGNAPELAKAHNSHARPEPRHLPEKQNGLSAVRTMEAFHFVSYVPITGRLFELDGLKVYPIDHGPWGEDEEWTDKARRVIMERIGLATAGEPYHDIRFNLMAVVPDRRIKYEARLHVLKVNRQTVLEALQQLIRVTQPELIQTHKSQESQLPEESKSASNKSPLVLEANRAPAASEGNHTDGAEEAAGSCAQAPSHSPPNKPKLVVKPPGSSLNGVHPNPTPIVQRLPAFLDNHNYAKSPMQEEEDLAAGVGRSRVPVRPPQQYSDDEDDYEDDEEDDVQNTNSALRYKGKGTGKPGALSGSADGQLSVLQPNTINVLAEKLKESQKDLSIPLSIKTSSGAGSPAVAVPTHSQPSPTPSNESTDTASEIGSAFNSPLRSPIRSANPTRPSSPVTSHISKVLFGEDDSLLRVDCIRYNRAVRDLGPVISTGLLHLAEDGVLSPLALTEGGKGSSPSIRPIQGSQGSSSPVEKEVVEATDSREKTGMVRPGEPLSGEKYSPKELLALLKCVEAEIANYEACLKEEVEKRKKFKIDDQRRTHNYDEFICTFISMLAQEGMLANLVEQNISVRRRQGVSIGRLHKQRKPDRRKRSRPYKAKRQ
HePTP inhibitor: blocks human HePTP tyrosine phosphatase. P35236. recombinant HePTP phosphatase activity, OD absorbance. inhibition, % at 20 µM. hit rate 0.64% among 110,000. AID 521; in the data active = inhibition above about 50%;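 also: plate controls were vehicle for no effect and reference inhibitor for full effect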
Target sequence (P35236 whole entry, looked up): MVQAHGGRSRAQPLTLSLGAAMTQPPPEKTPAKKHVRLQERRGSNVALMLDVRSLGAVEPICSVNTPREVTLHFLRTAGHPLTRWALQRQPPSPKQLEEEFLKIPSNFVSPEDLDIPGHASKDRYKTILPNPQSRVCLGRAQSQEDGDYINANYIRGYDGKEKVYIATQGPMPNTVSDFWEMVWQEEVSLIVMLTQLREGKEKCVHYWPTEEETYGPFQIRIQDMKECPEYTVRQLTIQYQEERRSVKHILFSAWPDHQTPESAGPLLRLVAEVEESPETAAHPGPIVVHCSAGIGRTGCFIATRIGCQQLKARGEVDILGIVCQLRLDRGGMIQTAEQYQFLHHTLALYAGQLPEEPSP
Numbers without * were called inactive; & = joins results of further samples; ! = repeats disagree.

COc1ccc(C(=O)/C=C/c2sccc2C)cc1OC was read as HePTP inhibitor -14.
COc1cc(OC)nc(NC(=O)NS(=O)(=O)c2ccc(OC(F)(F)F)cc2)n1 was read as BAP1 inh 110 and HePTP inhibitor 10.
`CCOc1ccc2nc(N3CCOCC3)nc(C)c2c1` gave BAP1 inh 145 and HePTP inhibitor 3.
Screening CCSc1nc2sc3c(c2c(=O)n1Cc1ccccc1)CCc1ccccc1-3 returned HePTP inhibitor -4.
For COc1cc(C(=O)N2CCN(C3CCN(Cc4ccccc4)CC3)CC2)cc(OC)c1OC the results were HePTP inhibitor 0.
Screening COC(=O)C1=C(N)Oc2cc(C)n(C)c(=O)c2C1c1ccc(Cl)c(Cl)c1 (stereo not drawn) returned BAP1 inh 105 and HePTP inhibitor 9.
Screening O=C(Nc1sc2c(c1C(=O)Nc1ccc(Cl)cc1)CCC2)c1ccc([N+](=O)[O-])cc1 returned HePTP inhibitor 0.
Cc1cc(C)nc(Nc2nc(=O)c3ccccc3s2)n1 was read as BAP1 inh 100 and HePTP inhibitor 8&6.
Screening COC(=O)c1cc(Cl)c(NC(=O)c2ccco2)cc1OC returned BAP1 inh 100 and HePTP inhibitor -10&-20.
For CCOC(=O)Cc1nnc(NC(=O)c2ccccc2OCC)s1 the results were BAP1 inh 85 and HePTP inhibitor -8.
`CCC(C)C(C(=O)O)N1C(=O)NC2NC(=O)NC21` (stereo not drawn) gave HePTP inhibitor 5.
`COCCNC(=O)COc1ccc(Nc2ccccc2)cc1` gave HePTP inhibitor 3.
`CN1C(=O)c2ccc(NC(=O)c3ccc(Cl)cc3Cl)cc2C1=O` gave HePTP inhibitor 1.
`O=C(NCc1ccco1)c1ccc(S(=O)(=O)N2CCCc3ccccc32)cc1` gave BAP1 inh 101 and HePTP inhibitor 8.
CC1Cc2ccccc2N1C(=O)CCNS(=O)(=O)c1ccc2c(c1)CCC(=O)N2 (stereo not drawn) was read as BAP1 inh 67 and HePTP inhibitor 6.
For CCOC(=O)c1ccccc1NCN1C(=O)CSC1=O the results were HePTP inhibitor 1&8.
`COc1ccc(S(=O)(=O)Nc2ccc(F)c([N+](=O)[O-])c2)cc1` gave HePTP inhibitor -9.
Cc1ccc(C2=NN(C(=O)CCC(=O)O)C(c3ccc(Br)cc3)C2)cc1 (stereo not drawn) was read as BAP1 inh 91.
`COc1ccc(C2CC(C(F)(F)F)n3nc(C(=O)Nc4cccnc4Cl)c(Cl)c3N2)cc1OC` (stereo not drawn) gave BAP1 inh 130.
Screening CCC(C(=O)N1CCN(c2ccc(F)cc2)CC1)c1ccccc1 (stereo not drawn) returned HePTP inhibitor 1.
`Cc1ccc(S(=O)(=O)NCCOc2ccccc2Cl)cc1[N+](=O)[O-]` gave HePTP inhibitor -1.
`COc1ccc(-c2cc(C(=O)OC3CCOC3=O)c3ccccc3n2)cc1OC` (stereo not drawn) gave BAP1 inh 99 and HePTP inhibitor 7.
`Cn1cc(NC(=O)c2cc(NC(=O)c3cc(NC=O)cn3C)cn2C)cc1C(=O)NCCC(=N)N` gave BAP1 inh 72 and HePTP inhibitor 5.
COc1cc(C2c3c(n[nH]c3C)C(=O)N2c2ccc(C)cc2)ccc1O (stereo not drawn) was read as BAP1 inh 95 and HePTP inhibitor 8.
For Cc1ccc(N2C(=O)/C(=C/c3ccc(Oc4ccc([N+](=O)[O-])cn4)cc3)C(=O)NC2=S)cc1 the results were HePTP inhibitor 40.
`Cc1cc(C)n(C(=O)c2ccc(F)cc2)n1` gave HePTP inhibitor -2.
O=C(O)c1cc2nc(-c3ccc(F)cc3)cc(C(F)(F)F)n2n1 was read as BAP1 inh 97 and HePTP inhibitor 3.
For CC(=O)Nc1ccc(N2CCN(C(C)=O)CC2)cc1 the results were BAP1 inh 107 and HePTP inhibitor 9&-11.
`Cc1cc(C2C3=C(CC(C)(C)CC3=O)N=C3c4ccccc4C(=O)C32)cc(C)c1O` (stereo not drawn) gave HePTP inhibitor 0.
Screening O=S(=O)(NCC(c1cccnc1)N1CCN(c2ccc(F)cc2)CC1)c1cccs1 (stereo not drawn) returned BAP1 inh 104 and HePTP inhibitor -9.
Cc1n[nH]c(C)c1CCCCCCOc1ccc(F)cc1 was read as HePTP inhibitor -13.
Screening COc1ccc(Br)cc1C(=O)Nc1cc(Cl)cc(Cl)c1 returned HePTP inhibitor -10.
For CCn1c(CSc2nc(C)cc(C)n2)nnc1SCC(=O)Nc1ccccc1 the results were BAP1 inh 124 and HePTP inhibitor -3.
`CN(C)c1oc(-c2ccc(OCc3ccc(Cl)cc3)cc2)nc1C#N` gave BAP1 inh inactive and HePTP inhibitor -8.
`Cc1cc(C)n(-c2nc(SCC(=O)Nc3nccs3)c3c4c(sc3n2)COC(C)(C)C4)n1` gave BAP1 inh 64 and HePTP inhibitor 4.
`Cc1nc(N)sc1-c1csc(Nc2ccccn2)n1` gave BAP1 inh 82 and HePTP inhibitor -5&8.
For COc1ccc2nc(SCC(=O)Nc3ccccc3F)[nH]c2c1 the results were HePTP inhibitor 5.
`CCOC(=O)c1cc2ccc(OC(=O)c3ccco3)cc2oc1=O` gave BAP1 inh inactive and HePTP inhibitor -6.
`Cc1cc(Nc2ccc(Br)cc2F)n2nc(C)nc2n1` gave BAP1 inh 93 and HePTP inhibitor 0.
O=C(c1cccc(S(=O)(=O)N2CCOCC2)c1)N1CCc2ccccc21 was read as BAP1 inh 155.
Screening Cc1ccc(-n2c(C)cc(C(=O)CSc3nncs3)c2C)cc1 returned BAP1 inh 90 and HePTP inhibitor -4.
CCOC(=O)C1=CSC(=C2C(=S)C(C)(C)Nc3cc(C)ccc32)S1 was read as BAP1 inh 69.
Screening COc1ccccc1OCCCn1c(=O)sc2ccccc21 returned BAP1 inh 93 and HePTP inhibitor 8.
For CCN(CC)C(=O)c1sc(NC(=O)c2cc(Cl)ccc2Cl)c(C#N)c1C the results were HePTP inhibitor 104*.
CCOc1ccc(NC2OC(=O)c3c2ccc(OC)c3OC)cc1 (stereo not drawn) was read as HePTP inhibitor 10.
For CC(=O)C1=C(C)NC(=O)NC1c1cc(Br)ccc1O (stereo not drawn) the results were HePTP inhibitor 11.
For Cc1c(C(Nc2ccccn2)c2ccc(Cl)cc2)c(=O)n(-c2ccccc2)n1C (stereo not drawn) the results were BAP1 inh 85 and HePTP inhibitor 6.
For CCOC(=O)c1cnc(-c2ccccc2)[nH]c1=O the results were BAP1 inh 105 and HePTP inhibitor 7.
`c1ccc2c(c1)ccc1nnc(-c3ccc4c(c3)OCO4)n12` gave BAP1 inh 106 and HePTP inhibitor 8&6.
For CSc1cccc(NC(=O)C2CCCN2S(=O)(=O)c2ccc3c(c2)CCC(=O)N3)c1 (stereo not drawn) the results were BAP1 inh 95 and HePTP inhibitor -11.
For COc1ccc(C)cc1S(=O)(=O)N1CCCCC1 the results were BAP1 inh 98 and HePTP inhibitor 0.
`COc1ccc2oc(=O)c(-c3cnc(Nc4ccccc4C)s3)cc2c1` gave HePTP inhibitor 3.
O=C(NCc1ccco1)c1ccc(-c2ccccc2)cc1 was read as HePTP inhibitor 9.
For Nc1c(C(=O)c2ccc(F)cc2)oc2ccccc12 the results were BAP1 inh 79.
For COc1cc([N+](=O)[O-])ccc1NC(=O)c1ccc(S(=O)(=O)N2CC(C)OC(C)C2)cc1 (stereo not drawn) the results were HePTP inhibitor 3.
`C=CCSC1=C(C#N)C(c2ccccc2OCC)C(C#N)C(=O)N1` (stereo not drawn) gave BAP1 inh 91 and HePTP inhibitor -2.
For CCSc1nnc(NC(=O)COC(=O)C(CCSC)NC(C)=O)s1 (stereo not drawn) the results were HePTP inhibitor 1.
COCCCN1C(=O)C(=Cc2c(NCCc3ccccc3)nc3c(C)cccn3c2=O)SC1=S was read as HePTP inhibitor -3.
`S=c1[nH]c2ccccc2n1CCOc1ccc(Cl)cc1` gave HePTP inhibitor -13.
Cc1nnc(NC(=O)CSc2nnc(-c3ccc(S(=O)(=O)N4CCCC4)cc3)n2C)s1 was read as BAP1 inh 98 and HePTP inhibitor -2.
For O=C(COc1ccc(Cl)cc1)N1CCN(c2cccc(Cl)c2)CC1 the results were HePTP inhibitor -7.
COC(=O)C1=C(C)NC(C)=C(C(=O)OC)C1c1ccco1 was read as BAP1 inh 73.
For COC(=O)C1(C#N)C(c2ccccc2)C1(C(=O)OC)C(=O)OC (stereo not drawn) the results were BAP1 inh 102 and HePTP inhibitor 10.
Screening CC1=C(C(=O)OC(C)C)C(c2ccccc2Br)C2=C(CC(C)(C)CC2=O)N1 (stereo not drawn) returned BAP1 inh 101.
COc1ccccc1C(=O)n1nc(-c2ccccc2)nc1N was read as BAP1 inh 101 and HePTP inhibitor 3.
Screening COc1ccc(NC(=O)c2ccc(-n3nc(C)c[n+]3[O-])cc2)cc1 returned BAP1 inh 104 and HePTP inhibitor 10.
For O=C(C1CN(S(=O)(=O)c2ccccc2)CCN1S(=O)(=O)c1ccccc1)N1CCCCCC1 (stereo not drawn) the results were HePTP inhibitor 50*!.
`CC#CCCCC(=O)Nc1cccc(C(=O)O)c1` gave BAP1 inh 106 and HePTP inhibitor 15.
Screening COc1ccccc1CC(NC(C)=O)C(=O)N1CCN(C(=O)Nc2ccccc2Cl)CC1 (stereo not drawn) returned BAP1 inh 113 and HePTP inhibitor 1.
`CCC1Oc2nc(SC)nnc2-c2ccccc2N1C(=O)c1ccccc1` (stereo not drawn) gave BAP1 inh 81 and HePTP inhibitor 8.
Screening O=C(c1ccco1)N1CCN(C(=O)C2CCCc3c2[nH]c2ccc(Cl)cc32)CC1 (stereo not drawn) returned BAP1 inh 81 and HePTP inhibitor 7.
`Cc1oc2ccc(OCc3ccc(Cl)cc3)cc2c1C(=O)O` gave HePTP inhibitor -2.
For CCn1c(=O)cc(OCC(=O)Nc2ccc(Cl)cn2)c2ccccc21 the results were HePTP inhibitor 2.
`COc1ccccc1N1CCN(/N=C\c2cccnc2)CC1` gave HePTP inhibitor -11.
COC(=O)COc1ccc(/C=C2\C(=O)NC(=O)N(c3ccc(C)cc3)C2=O)cc1OC was read as HePTP inhibitor -20.
`CCOC(=O)c1ccc(NC(=O)c2nn(C)cc2Br)cc1` gave BAP1 inh 92 and HePTP inhibitor 6.
CCOC(=O)c1cc(CC)sc1NC(=O)CCC(=O)O was read as BAP1 inh 55 and HePTP inhibitor 6.
COCCCNC(=O)C(=O)Nc1ccccc1F was read as HePTP inhibitor -7.
`CCOc1ccc(N/C(=N/c2nc(C)cc(C)n2)NC(=O)c2ccccc2)cc1` gave BAP1 inh 136.
`O=S(=O)(Nc1ccc2c(c1)OCO2)c1ccccc1` gave HePTP inhibitor -6.
Screening O=C(Nc1ccc(I)cc1)c1ccc2nccnc2c1 returned HePTP inhibitor 8.
For O=C(c1nn2c(C(F)(F)F)cc(-c3ccc(Br)cc3)nc2c1Cl)N1CCOCC1 the results were HePTP inhibitor 6.
COc1cccc(/C=C2\SC(=S)N(NC(=O)c3ccc([N+](=O)[O-])cc3)C2=O)c1 was read as HePTP inhibitor -4.
`O=C(O)CCSc1nc2ccc(NC(=O)c3ccccc3)cc2s1` gave HePTP inhibitor 5.
Screening COc1cccc(N2CCN(C3CC(=O)N(c4cccc(Cl)c4)C3=O)CC2)c1 (stereo not drawn) returned BAP1 inh 82 and HePTP inhibitor -4.
`CC(C)(C)C1=CC2(C=C(C(C)(C)C)C1=O)Nc1cccc3cccc(c13)N2` gave HePTP inhibitor 5.
Screening CN(C)c1ccc(/C=C/c2cc(C(F)(F)F)[nH]c(=O)n2)cc1[N+](=O)[O-] returned HePTP inhibitor 13.
`C=CCNC(=O)C1CCN(S(C)(=O)=O)CC1` gave BAP1 inh 109 and HePTP inhibitor 1.
For Cc1cccc(NC(=O)c2ccc(S(=O)(=O)N(C)C)cc2)n1 the results were BAP1 inh 76 and HePTP inhibitor 13&-4.
`Cc1cc(=O)cc(C)n1-c1ccccc1N1CCOCC1` gave BAP1 inh 86 and HePTP inhibitor 10.
For O=C(CC1(O)C(=O)Nc2ccccc21)c1cccc2ccccc12 (stereo not drawn) the results were HePTP inhibitor 9.

Structures listed so far with fluorine:
COc1cc(OC)nc(NC(=O)NS(=O)(=O)c2ccc(OC(F)(F)F)cc2)n1 was read as BAP1 inh 110 and HePTP inhibitor 10.
`COc1ccc(S(=O)(=O)Nc2ccc(F)c([N+](=O)[O-])c2)cc1` gave HePTP inhibitor -9.
`COc1ccc(C2CC(C(F)(F)F)n3nc(C(=O)Nc4cccnc4Cl)c(Cl)c3N2)cc1OC` (stereo not drawn) gave BAP1 inh 130.
Screening CCC(C(=O)N1CCN(c2ccc(F)cc2)CC1)c1ccccc1 (stereo not drawn) returned HePTP inhibitor 1.
`Cc1cc(C)n(C(=O)c2ccc(F)cc2)n1` gave HePTP inhibitor -2.
O=C(O)c1cc2nc(-c3ccc(F)cc3)cc(C(F)(F)F)n2n1 was read as BAP1 inh 97 and HePTP inhibitor 3.
Screening O=S(=O)(NCC(c1cccnc1)N1CCN(c2ccc(F)cc2)CC1)c1cccs1 (stereo not drawn) returned BAP1 inh 104 and HePTP inhibitor -9.
Cc1n[nH]c(C)c1CCCCCCOc1ccc(F)cc1 was read as HePTP inhibitor -13.
For COc1ccc2nc(SCC(=O)Nc3ccccc3F)[nH]c2c1 the results were HePTP inhibitor 5.
`Cc1cc(Nc2ccc(Br)cc2F)n2nc(C)nc2n1` gave BAP1 inh 93 and HePTP inhibitor 0.
For Nc1c(C(=O)c2ccc(F)cc2)oc2ccccc12 the results were BAP1 inh 79.
COCCCNC(=O)C(=O)Nc1ccccc1F was read as HePTP inhibitor -7.
For O=C(c1nn2c(C(F)(F)F)cc(-c3ccc(Br)cc3)nc2c1Cl)N1CCOCC1 the results were HePTP inhibitor 6.
Screening CN(C)c1ccc(/C=C/c2cc(C(F)(F)F)[nH]c(=O)n2)cc1[N+](=O)[O-] returned HePTP inhibitor 13.

Already shown: an excerpt of the list.
`Cc1cc(=O)cc(C)n1-c1ccccc1N1CCOCC1` gave BAP1 inh 86 and HePTP inhibitor 10.
For O=C(CC1(O)C(=O)Nc2ccccc21)c1cccc2ccccc12 (stereo not drawn) the results were HePTP inhibitor 9.

Screening results as filed in PubChem.
